PLCb3 inh = inhibitors of human phospholipase C beta3; Q01970; inhibition, % at 12.2 µM; 370,000 tested, 0.18% active; Purified PLC-beta3, fluorogenic substrate, fluorescence; in the data active = inhibition above about 11%;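 also: 0% = median of compound wells on plate and 100% = full blocker control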
Target sequence (Q01970 whole entry, looked up): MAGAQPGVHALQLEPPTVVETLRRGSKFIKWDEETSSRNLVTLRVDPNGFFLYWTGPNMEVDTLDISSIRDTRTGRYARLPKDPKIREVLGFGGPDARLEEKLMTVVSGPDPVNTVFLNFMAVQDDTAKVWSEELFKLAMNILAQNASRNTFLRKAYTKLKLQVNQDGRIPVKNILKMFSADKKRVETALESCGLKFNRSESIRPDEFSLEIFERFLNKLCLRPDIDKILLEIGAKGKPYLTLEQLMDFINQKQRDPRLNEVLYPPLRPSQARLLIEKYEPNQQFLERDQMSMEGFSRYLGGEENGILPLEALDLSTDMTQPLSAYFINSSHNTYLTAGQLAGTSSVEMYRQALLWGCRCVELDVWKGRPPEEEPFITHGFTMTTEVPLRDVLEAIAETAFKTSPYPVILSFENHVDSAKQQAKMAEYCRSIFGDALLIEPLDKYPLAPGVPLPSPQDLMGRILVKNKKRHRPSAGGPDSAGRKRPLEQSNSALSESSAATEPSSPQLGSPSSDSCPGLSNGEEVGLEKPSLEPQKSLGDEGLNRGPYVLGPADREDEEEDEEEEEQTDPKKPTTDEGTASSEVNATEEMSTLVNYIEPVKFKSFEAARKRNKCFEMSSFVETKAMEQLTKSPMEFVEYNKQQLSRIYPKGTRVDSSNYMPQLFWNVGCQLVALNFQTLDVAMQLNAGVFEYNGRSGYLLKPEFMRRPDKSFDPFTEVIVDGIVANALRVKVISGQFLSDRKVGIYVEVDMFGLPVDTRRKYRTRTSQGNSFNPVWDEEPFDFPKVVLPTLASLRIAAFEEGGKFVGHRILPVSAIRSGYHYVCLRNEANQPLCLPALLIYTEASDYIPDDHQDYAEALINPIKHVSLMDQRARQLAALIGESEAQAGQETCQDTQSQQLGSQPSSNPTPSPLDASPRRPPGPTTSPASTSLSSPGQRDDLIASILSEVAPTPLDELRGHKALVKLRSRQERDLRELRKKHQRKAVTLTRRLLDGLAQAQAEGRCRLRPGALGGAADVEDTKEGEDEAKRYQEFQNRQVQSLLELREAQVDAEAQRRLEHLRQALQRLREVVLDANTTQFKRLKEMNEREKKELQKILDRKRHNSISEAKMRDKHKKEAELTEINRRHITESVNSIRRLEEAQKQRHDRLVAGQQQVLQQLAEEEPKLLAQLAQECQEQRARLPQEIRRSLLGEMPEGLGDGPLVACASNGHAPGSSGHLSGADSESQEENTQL
sPLA2-III inh = Inhibits HGIII-sPLA2 liposome hydrolysis, primary screen; 370,000 tested, 0.56% active; AID 743126; Q9NZ20; QFRET BODIPY PC-A2 liposome hydrolysis, fluorescence; inhibition, % at 12.2 µM;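 active = inhibition above mean plus 3 SD of compounds lying within the high and low control bounds, cut at about 19% in these data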;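 also: 0% = median of test compound wells and 100% = no enzyme DMSO wells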
DDE Tn6 FP inh = disrupts Tn6 cyclic peptide binding to fibrin D-Dimer-E complex; 370,000 tested, 0.21% active; inhibition, % at 8.3 µM; P02675; AID 720509; Fibrin DD(E) TRITC-Tn6 fluorescence polarization displacement;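 active = inhibition above a per-campaign cutoff: mean of compounds within control limits plus 3 SD, cut at about 15% in these data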;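 also: 0% = median of all compound wells on the plate and 100% = blocking peptide control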
DDE Tn7 FP inh = disrupts Tn7 cyclic peptide binding to fibrin D-Dimer-E complex; P02675; FP displacement of FITC-Tn7 peptide from fibrin DD(E); 0% = median of compound wells per plate; inhibition, % at 8.3 µM; 370,000 tested, 0.13% active;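 active = inhibition above the mean of compounds falling within the control limits plus 3 SD of them, cut at about 14% in these data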;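 also: 0% = plate median of compound wells and 100% = 10 µM Aha-Tn7 peptide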
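Test system: human clot-derived fibrin DD(E) complex / Quantity: 2 µM final DD(E) protein / Incubation: 10 min plus 3 h, room temperature / Measured by: fluorescence polarization / Benchmarks: high control of 10 µM Aha-Tn7 peptide / Replicates: singlicate testing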
UHRF1 binding = UHRF1 methyl-DNA binding inhibition; AID 687016; inhibition, % at 4.4 µM; 370,000 tested, 0.75% active; Q96T88; UHRF1 binding to methylated oligo, TR-FRET; in the data active = inhibition above about 21%;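 also: UHRF1 SRA domain binding a hemimethylated CpG hairpin DNA probe; 0% = median of test compound wells and 100% = reference inhibitor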
NR1D1 modulator = modulates human Rev-erb alpha binding to DNA; Rev-erbα–FITC-DNA binding, fluorescence polarization, 90 min; activity, % at 10 µM; AID 1259318; 370,000 tested, 0.79% active;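 active = activity above about 14%, limit read from the data; passing the limit was not always enough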;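 also: 0% = DMSO wells with 35 nM protein and 100% = DMSO wells with 750 nM protein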
PLC-gamma1 inh = inhibitors of human phospholipase C gamma1. AID 720700. purified PLC-gamma1, fluorogenic substrate, fluorescence. 370,000 tested, 0.84% active. inhibition, % at 12.2 µM. P19174; in the data active = inhibition above about 9.5%
ARFGAP1 inh = rat ARFGAP1 inhibition; 360,000 tested, 0.26% active; Arfgap1-stimulated ARF1 GTP hydrolysis, GDP FP detection; inhibition, % at 16.5 µM;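 active = inhibition above a per-plate limit, mean inhibition of low control wells plus 3 SD, cut at about 25% in these data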;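 also: 0% = DMSO wells with enzyme and 100% = wells lacking Arfgap1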
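Material – truncated rat Arfgap1 GAP domain · Buffer or medium – HEPES-based buffer, pH 7.5 · Reagent – human ARF1(Δ1-17)-GTP substrate · Dosing – 16.5 µM single point, 1.26% DMSO · Schedule – GTP hydrolysis reaction 2 h at 25 °C · Technique – GDP detection by fluorescence polarization · Benchmarks – No-Arfgap1 wells (100%) versus DMSO full-reaction wells (0%) · Repeats – single replicate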
ASAP1 inh = blocks human ASAP1-stimulated Arf1 GTP hydrolysis | GDP FP detection | inhibition, % at 16.5 µM | AID 624377 | Q9ULH1 | 360,000 tested, 0.19% active; in the data active = inhibition above about 25%;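 also: 0% = vehicle with enzyme and substrate and 100% = no enzyme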
KLK7 zymogen act = activates the human kallikrein-7 zymogen; P49862; activation, % at 7 µM; 370,000 tested, 0.9% active; purified proKLK7, EDANS-DABCYL substrate fluorescence; 100% is mature enzyme control, 0% vehicle; AID 652039;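 active = activation above the mean of all tested compounds plus 3 SD, computed per campaign excluding outliers beyond control limits, cut at about 13% in these data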
An asterisk follows results filed as active; x = not tested or not shown.

Results follow in this order: PLCb3 inh	sPLA2-III inh	DDE Tn6 FP inh	DDE Tn7 FP inh	UHRF1 binding	NR1D1 modulator	PLC-gamma1 inh	ARFGAP1 inh	ASAP1 inh	KLK7 zymogen act
CC(NC(=O)C1CCN(C(=O)Nc2ccccc2)CC1)c1ccccc1Cl (configuration not stated)
    1	-10	6	1	0	8	4	1	-27	0.2
COc1cc2c(cc1OC)[C@@H](NC(=O)Cc1ccc(F)cc1)[C@H](OCc1ccccc1)C2
    1	0	-3	-2	1	2	2	0	-1	0.5
Cc1ccc(-n2[nH]c(=O)c(-c3ccccn3)c2C)cc1
    0	9	-5	2	3	-3	5	6	-3	0.8
CCOC(=O)CSc1nc(N2CCOCC2)c2c(c1C#N)CC(C)(C)N(C)C2
    -453	-8	0	2	-2	0	-377	4	-11	3.0
Cn1cc(Cl)c(C(=O)NNC(=S)Nc2cccc(Cl)c2)n1
    -1	42*	9	-1	-6	-4	0	-3	10	0.7
CO[C@H]1CN(C)C(=O)c2cc(NC(=O)C3CCOCC3)ccc2OC[C@H](C)N(Cc2nccs2)C[C@H]1C
    -2	1	-5	2	0	-2	2	-9	3	0.2
FC(F)(F)c1cccc(Oc2nc(-c3ccccc3)nnc2C(F)(F)F)c1
    -1	-2	4	6	1	-5	1	6	1	-0.3
Cc1cccc(CN2CCC(C(=O)Nc3ccc(-n4nc(C)cc4C)cc3)CC2)n1
    -6	-3	8	2	0	-5	-2	6	0	0.0
O=C(Nc1ccc2c(c1)OCO2)Nc1ccc(Br)cn1
    1	1	4	2	-2	-3	2	-1	8	0.8
O=S(=O)(c1cccc(COc2c(Cl)cccc2Cl)c1)N1CCOCC1
    -3	-2	-6	0	1	-4	2	11	-2	0.5
COc1cc(CNCCCN2CCOCC2)ccc1OCC(=O)NC(C)(C)C
    4	1	6	4	1	2	5	8	-7	0.6
COc1ccc(CC(=O)NCc2ccccn2)cc1OC
    0	4	6	1	-5	-5	0	-1	10	0.2
O=C(NCCN1CCOCC1)C1CCN(Cc2ccccc2O)CC1
    2	11	4	4	3	3	2	9	-9	0.2
CN1CCN(c2ccc(Cl)cc2NS(=O)(=O)c2ccccc2Cl)CC1
    1	-13	-3	-4	0	0	6	8	-9	-0.1
c1ccc(Nc2ccnc(Nc3ccccc3)n2)cc1
    -9	-4	-8	0	0	-1	2	13	1	0.0
CC1(O)N(Cc2ccccc2)C(=O)OC12CCCCC2 (configuration not stated)
    5	4	1	-9	2	-2	6	14	-11	-0.4
Cc1nc2ncnn2c(C)c1CCC(=O)N1CCN(C(=O)c2ccco2)CC1
    -5	5	-8	2	3	-3	2	10	2	-0.8
Cc1cccc(NC(=O)[C@H](Cc2ccccc2)NC(=O)[C@@H]2Cc3ccccc3CN2)c1
    -1	-3	4	-2	-1	3	1	3	-5	12
CC(C)(CO)NC(=O)c1ccc2nc(Cc3cccc(Cl)c3)oc2c1
    -8	-14	1	-6	0	-1	1	2	13	-0.2
COc1ccc(/C=N/NC(=O)c2cccc(NC(C)=O)c2)c(C(=O)O)c1OC
    -6	3	-2	-1	1	0	-7	-2	1	-0.2
CCN(CCNC(=O)CN(C)S(=O)(=O)c1cccc2nsnc12)c1ccccc1
    4	-6	-14	3	-3	1	-3	1	15	-0.8
CCCCCCCCN1C(=O)[C@H](CC(=O)NCc2ccc(OC)c(OC)c2)C[C@@]2(C(=O)OCC)CCCC=C12
    5	-13	-3	2	-4	5	8	-8	10	0.0
CCc1ccc(NC(=O)c2ccc3c(=O)n4c(nc3c2)CCCCC4)cc1
    -1	1	0	-2	2	0	5	-6	10	-0.1
CCCn1c(=O)c2sccc2n2c(CCCC(=O)NCc3cccnc3)nnc12
    -6	17	-1	1	3	-3	1	1	0	0.6
COc1ccc(Cn2nnnc2C(c2cccs2)N2CCSCC2)cc1 (configuration not stated)
    0	1	-1	0	-2	1	2	4	-1	-0.2
COc1cc(C(=O)NCCC(C)C)ccc1OCc1ccc(Cl)cc1Cl
    -1	7	1	3	1	-1	3	5	11	-0.3
COc1ccccc1/C=N/NC(=O)NC12CC3CC(CC(C3)C1)C2
    4	-9	-7	-4	-1	3	-1	-4	-5	0.1
Cc1cccc(C)c1NC(=O)CN(C)C(=O)c1ccc(-c2cccc(C(F)(F)F)c2)o1
    -10	-25	-3	-2	0	9	2	-7	-20	0.2
Cc1ccccc1CN1CCCCC(NC(=O)Nc2ccccc2)C1=O (configuration not stated)
    3	2	4	2	-4	-1	4	x	x	0.4
C=CCOc1c(CNc2cccc(C(=O)O)c2)cccc1OC
    -103	15	-4	-3	2	0	-71	-1	12	-1.3
O=C(c1ccc(C(F)(F)F)cc1)C1CCCN(C(=O)CCc2cnccn2)C1 (configuration not stated)
    3	6	-6	2	3	6	0	1	-5	-0.5
Cc1nc(CNC(=O)c2cc(COc3ccc(F)cc3Cl)on2)cs1
    -8	-7	-2	1	0	1	-1	1	12	0.4
CC(=O)N1CCC(C(=O)NCCOc2ccc(C)cc2)CC1
    -6	-2	11	-5	-3	1	-1	-5	-8	-0.1
CC(C)Oc1cccc(-c2cc(C(=O)N3CCN(S(C)(=O)=O)CC3)c3ccccc3n2)c1
    -24	-14	5	-3	-2	4	-18	0	10	-0.5
COc1ccc(NC(=O)CN(C)C(=O)CCCNC(=O)c2ccc(Cl)cc2)cc1
    1	-2	6	-11	-2	-3	6	23	-7	0.6
CCCCOC(=O)Oc1ccc2c(=O)c(Oc3cc(C)cc(C)c3)coc2c1
    -244	-15	0	-1	-3	1	-218	4	-2	4.3
CC(C)NC(=O)C1(C)CN(S(C)(=O)=O)CC(=O)N1CCCn1ccnc1 (configuration not stated)
    0	10	0	6	0	5	-1	2	8	0.8
Cn1c(SC/C=C/c2ccccc2)nnc1-c1cnccn1
    1	3	12	-5	-3	-3	-1	-6	4	0.1
CC(NC(=O)COC(=O)C1CSC2(C)CCC(=O)N12)C12CC3CC(CC(C3)C1)C2 (configuration not stated)
    -1	0	1	-6	0	-5	2	2	7	0.0
Cc1c(NC(=O)c2ccc3c(c2)OCO3)cccc1-c1nc2ncccc2o1
    2	13	-1	0	8	4	4	6	3	0.6
Cc1ncc(NS(=O)(=O)c2ccc(N)cc2)nc1C
    3	0	1	1	-1	1	-1	13	-5	0.1
COc1ccc(-c2csc(NC(=O)CSCc3c(C)noc3C)n2)cc1OC
    -7	-14	-7	0	0	-6	1	4	-6	0.3
Cn1nnnc1SCC(=O)Nc1nc(-c2ccc(F)c(F)c2)cs1
    -6	-18	-1	5	-1	-3	-1	-5	-4	1.1
CCOc1ccc(S(=O)(=O)N2CCc3cc(OC)c(OC)cc3C2)cc1
    2	0	0	1	-1	0	1	3	0	0.5
CC1(c2ccc(Cl)cc2Cl)NC(=O)N(CC(=O)NCCC2=CCCCC2)C1=O (configuration not stated)
    1	4	4	-2	2	2	1	5	7	-0.2
CC(=O)NC(c1cc(Cl)c2ccccc2c1O)C(C)C (configuration not stated)
    -90	-2	1	-1	-3	11	-73	18	1	-90
OC(c1cccc(Cl)c1)c1nc(-c2ccc(Cl)cc2)cs1 (configuration not stated)
    -6	7	3	9	0	-5	0	10	-2	0.2
O=C1/C(=C/c2ccccn2)COc2ccccc21
    -3	3	-5	2	0	x	5	-14	4	0.8
Cn1nc(-c2ccc(Cl)cc2)cc1NC(=O)CSCC(=O)O
    -4	1	10	1	-2	1	-3	4	1	0.5
CC(C)Cc1oc(C(=O)O)cc1CN1CCOCC1
    3	3	-1	2	1	-3	-2	-1	6	0.0
Cc1ccc(S(=O)(=O)CCN2CCC(n3cccc3)CC2)cc1
    2	-7	0	1	0	0	1	0	7	-0.1
CC(Oc1cccc(Br)c1)C(=O)Nc1cccc(S(=O)(=O)N2CCOCC2)c1 (configuration not stated)
    -2	-11	-8	-3	0	4	0	-9	17	0.6

Some of the entries above, reformatted.
canonical_smiles | PLCb3 inh | sPLA2-III inh | DDE Tn6 FP inh | DDE Tn7 FP inh | UHRF1 binding | NR1D1 modulator | PLC-gamma1 inh | ARFGAP1 inh | ASAP1 inh | KLK7 zymogen act
CC(NC(=O)COC(=O)C1CSC2(C)CCC(=O)N12)C12CC3CC(CC(C3)C1)C2 (configuration not stated) | -1 | 0 | 1 | -6 | 0 | -5 | 2 | 2 | 7 | 0.0
Cc1c(NC(=O)c2ccc3c(c2)OCO3)cccc1-c1nc2ncccc2o1 | 2 | 13 | -1 | 0 | 8 | 4 | 4 | 6 | 3 | 0.6
Cc1ncc(NS(=O)(=O)c2ccc(N)cc2)nc1C | 3 | 0 | 1 | 1 | -1 | 1 | -1 | 13 | -5 | 0.1
COc1ccc(-c2csc(NC(=O)CSCc3c(C)noc3C)n2)cc1OC | -7 | -14 | -7 | 0 | 0 | -6 | 1 | 4 | -6 | 0.3
Cn1nnnc1SCC(=O)Nc1nc(-c2ccc(F)c(F)c2)cs1 | -6 | -18 | -1 | 5 | -1 | -3 | -1 | -5 | -4 | 1.1
CCOc1ccc(S(=O)(=O)N2CCc3cc(OC)c(OC)cc3C2)cc1 | 2 | 0 | 0 | 1 | -1 | 0 | 1 | 3 | 0 | 0.5
CC1(c2ccc(Cl)cc2Cl)NC(=O)N(CC(=O)NCCC2=CCCCC2)C1=O (configuration not stated) | 1 | 4 | 4 | -2 | 2 | 2 | 1 | 5 | 7 | -0.2
CC(=O)NC(c1cc(Cl)c2ccccc2c1O)C(C)C (configuration not stated) | -90 | -2 | 1 | -1 | -3 | 11 | -73 | 18 | 1 | -90
OC(c1cccc(Cl)c1)c1nc(-c2ccc(Cl)cc2)cs1 (configuration not stated) | -6 | 7 | 3 | 9 | 0 | -5 | 0 | 10 | -2 | 0.2
O=C1/C(=C/c2ccccn2)COc2ccccc21 | -3 | 3 | -5 | 2 | 0 | x | 5 | -14 | 4 | 0.8
Cn1nc(-c2ccc(Cl)cc2)cc1NC(=O)CSCC(=O)O | -4 | 1 | 10 | 1 | -2 | 1 | -3 | 4 | 1 | 0.5
CC(C)Cc1oc(C(=O)O)cc1CN1CCOCC1 | 3 | 3 | -1 | 2 | 1 | -3 | -2 | -1 | 6 | 0.0

Reformatted: results already given.
molecule,PLCb3 inh,sPLA2-III inh,DDE Tn6 FP inh,DDE Tn7 FP inh,UHRF1 binding,NR1D1 modulator,PLC-gamma1 inh,ARFGAP1 inh,ASAP1 inh,KLK7 zymogen act
O=C1/C(=C/c2ccccn2)COc2ccccc21,-3,3,-5,2,0,x,5,-14,4,0.8
COc1ccc(-c2csc(NC(=O)CSCc3c(C)noc3C)n2)cc1OC,-7,-14,-7,0,0,-6,1,4,-6,0.3

High-throughput results from PubChem.

Random draw from the library; overall some 4.5% were active at least once.
